# BoNT A protease: blocks Botulinum neurotoxin A light chain protease; multiplex microsphere protease substrate cleavage, flow cytometry; inhibition, % at 10 µM; actives 0.17% (n = 360,000); also: plate controls were buffer without enzyme for full effect and enzyme alone for no effect
# FadD28 binding: M. tuberculosis FadD28 bisubstrate binding inhibition; inhibition, % at 12.5 µM; FadD28 bisubstrate probe binding, fluorescence polarization; actives 0.22% (n = 360,000); AID 588549; in the data active = inhibition above about 8.5%, passing the limit was not always enough; inconclusive = no clear call, values can overlap the other calls
# BoNT F protease: blocks Botulinum neurotoxin F light chain protease. Multiplex microsphere protease cleavage assay, flow cytometry. inhibition, % at 10 µM. actives 0.22% (n = 360,000). AID 588497; in the data active = inhibition above about 35%, passing the limit was not always enough; inconclusive = no clear call, values can overlap the other calls; also: plate controls were buffer without enzyme for full effect and enzyme alone for no effect
# FBA Mtb inh: inhibits M. tuberculosis FBA enzyme. purified M. tuberculosis FBA, fluorescence read-out. inhibition, % at 1 µM. actives 2.3% (n = 360,000); in the data active = inhibition above about 27%;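 also: 0% = vehicle and 100% = reference inhibitor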
# Mtb UGM inh: blocks M. tuberculosis UGM enzyme | purified UGM, fluorescence polarization probe displacement | inhibition, % at 10 µM | actives 0.06% (n = 320,000); in the data active = inhibition above about 10%, passing the limit was not always enough; inconclusive = no clear call, values can overlap the other calls
# GDH-TPI counter: inhibits GDH-TPI coupling enzymes, artifact for Mtb FBA screen; GDH-TPI coupled enzyme counterscreen, NADH absorbance; inhibition, % at 4.8 µM; actives 1.2% (n = 360,000); AID 588335; in the data active = inhibition above about 30%;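 also: 0% = DMSO wells and 100% = wells lacking the enzyme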
# Mtb BioA inh: BioA (M. tuberculosis) enzyme inhibition | purified M. tuberculosis BioA enzyme, plate reader | inhibition, % at 9.99 µM | actives 0.096% (n = 360,000) | AID 602481; in the data active = inhibition above about 40%; inconclusive = no clear call, values can overlap the other calls
# Anthrax LF inh2: inhibitors of Bacillus anthracis lethal factor protease; multiplex microsphere protease cleavage assay, LF; inhibition, % at 10 µM; actives 0.12% (n = 360,000); AID 588501; also: plate controls were buffer without enzyme for full effect and enzyme alone for no effect
# Target sequence (P15917 whole entry, looked up): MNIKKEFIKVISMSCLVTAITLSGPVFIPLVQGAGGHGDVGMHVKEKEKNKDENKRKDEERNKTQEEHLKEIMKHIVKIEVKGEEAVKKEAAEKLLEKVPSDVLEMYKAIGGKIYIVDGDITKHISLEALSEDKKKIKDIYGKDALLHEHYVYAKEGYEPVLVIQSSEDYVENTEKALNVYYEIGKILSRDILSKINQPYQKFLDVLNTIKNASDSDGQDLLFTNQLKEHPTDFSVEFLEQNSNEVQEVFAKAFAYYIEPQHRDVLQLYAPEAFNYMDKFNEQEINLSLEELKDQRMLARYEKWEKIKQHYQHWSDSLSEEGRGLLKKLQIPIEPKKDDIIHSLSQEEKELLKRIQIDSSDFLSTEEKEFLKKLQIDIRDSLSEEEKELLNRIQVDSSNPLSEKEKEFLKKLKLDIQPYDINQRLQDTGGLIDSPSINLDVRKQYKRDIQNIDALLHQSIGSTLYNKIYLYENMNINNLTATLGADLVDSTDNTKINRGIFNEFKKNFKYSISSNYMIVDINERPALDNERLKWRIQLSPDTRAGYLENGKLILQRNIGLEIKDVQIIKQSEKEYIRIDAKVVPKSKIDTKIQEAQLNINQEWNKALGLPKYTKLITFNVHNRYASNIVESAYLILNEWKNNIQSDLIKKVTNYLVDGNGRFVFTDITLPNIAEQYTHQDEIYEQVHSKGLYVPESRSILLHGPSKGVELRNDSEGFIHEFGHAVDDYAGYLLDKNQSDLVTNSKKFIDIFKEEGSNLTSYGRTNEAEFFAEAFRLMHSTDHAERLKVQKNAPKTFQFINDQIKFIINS
# PfHsp40 yeast: rescue of PfHsp40-mediated yeast toxicity; AID 504582; S. cerevisiae expressing PfHsp40, growth rescue, ATP luminescence; actives 0.68% (n = 340,000); growth rescue, % at 12.5 µM; in the data active = growth rescue above about 28%, passing the limit was not always enough; inconclusive = no clear call, values can overlap the other calls;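 also: yeast W303a lacking pdr1 and pdr3 grown in galactose medium; growth measured after three days at 30 °C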
# Active calls of the source: *; ? = inconclusive; . = not tested or not shown; + = active, no number; & = joins results of further samples. Rule as the data show it, unless noted: active = inhibition above about 30%; inconclusive = no clear call, values can overlap the other calls; inactive = below that.
entry	SMILES	BoNT A protease	FadD28 binding	BoNT F protease	FBA Mtb inh	Mtb UGM inh	GDH-TPI counter	Mtb BioA inh	Anthrax LF inh2	PfHsp40 yeast
1	CCOC(=O)C1C(=O)CC(C)(O)C(C(=O)OCC)C1c1ccc(Br)cc1 (configuration not stated)	-0.2	0.9	-17	2	2.8	-7	-3.0	-6	-0.5
2	O=C(/C=C/c1c(Cl)nc2ccccn12)Nc1ccc(F)cc1	-0.6	-2.6	-6	1	-1.5	9	.	1	-1.0
3	CCOC(=O)CSc1nnc(CNC(=O)Cc2ccccc2)n1C	-0.2	2.1	-8	3	1.9	8	0.3	0	1.5
4	O=S(=O)(Nc1cccnc1)c1ccc(Cl)cc1	0.8	0.1	16	-1	-0.1	6	.	2	1.4
5	O=C(O)c1cccc(N2C(=O)/C(=C/c3ccc(SCc4ccc(Cl)cc4)o3)SC2=S)c1	12	3.6	1	1	.	-6	.	6	2.5
6	CCC(C(=O)NC(C)(C)C)N(Cc1ccco1)C(=O)CNS(=O)(=O)c1ccc(OC)cc1 (configuration not stated)	0.9	-3.7	1	-1	-1.8	-15	-0.7	0	0.0
7	O=C(Nc1nc(-c2ccccc2)cs1)C1CCCO1 (configuration not stated)	?	-2.4	-18	4	-0.4	4	-0.8	-2	0.9
8	CCOC(=O)C(O)(c1ccc(NC(=O)NC)cc1)C(F)(F)F (configuration not stated)	.	-0.8	.	3	0.5	-2	-2.1	.	.
9	CCC(=O)N1CCC(C(N)=O)(N2CCCCC2)CC1	0.5	-3.0	2	-10	0.0	3	.	-2	-3.0
10	CCOc1c(Cl)cc(CNc2ccc(N3CCCC3)cc2)cc1OC	-0.1	-5.6	-39	-2	.	10	-1.8	-21	-0.6
11	CCOC(=O)/C=C1\SCC(=O)N1CC(O)CN1C(=O)CS/C1=C/C(=O)OCC (configuration not stated)	0.4	-1.8	-1	4	.	9	.	-14	-0.8
12	CCOc1ccccc1C(=O)N1CCN(c2ccc(C(F)(F)F)cn2)CC1	-0.9	-0.7	-12	8	-1.5	-1	1.5	-2	1.6
13	COc1ccc(NC(=O)N2CCCC2C(=O)NCc2ccc(C)cc2)cc1 (configuration not stated)	-0.6	-1.1	-2	-1	1.3	-2	.	-4	-1.0
14	COc1ccc(C2N(S(=O)(=O)c3ccccc3)CCN2S(=O)(=O)c2ccc(C)cc2)cc1 (configuration not stated)	14	-1.1	14	0	-2.1	-1	-2.6	-19	-0.8
15	N/C(=N\OC(=O)CC(c1ccccc1)c1ccccc1)c1cccnc1	-0.4	-1.4	3	0	2.9	-8	.	0	0.5
16	COc1cc(/C(C#N)=C/c2ccccc2)c([N+](=O)[O-])cc1OC	0.4	-2.4	?	1	0.1	11	2.2	-7	-0.3
17	Cc1cc(=O)oc2cc(OCC(=O)NCc3ccco3)ccc12	-1.5	-1.4	-5	10	0.3	8	-0.1	-9	-1.1
18	CCOC(=O)c1csc(NC(=O)c2cc(=O)c3ccccc3o2)n1	0.1	-3.0	1	-1	-0.4	19	.	-3	-0.8
19	CCOC(=O)Nc1ccc2nc(-c3cscn3)[nH]c2c1	0.1	-0.2	-4	28*	.	19	1.9	6	.
20	CCOC(=O)c1[nH]c(C=O)c(C(=O)OCC)c1C	0.4	-0.8	-4	3	0.0	8	.	2	-0.9
21	CC1(C(=O)NS(=O)(=O)c2ccc3c(c2)CCO3)CCN1C(=O)Cc1ccc(-c2ccccc2)cc1 (configuration not stated)	-0.1	-2.5	1	4	.	1	0.3	-4	.
22	Cc1ccc(/C=C/C(=O)c2ccc(N3CCOCC3)cc2)s1	11	2.7	-1	-1	-0.8	9	.	8	0.2
23	Cc1ccccc1NC(=O)c1cc(-c2ccco2)nc2ccccc12	.	-3.4	.	5	.	12	-1.4	.	.
24	Cc1ccc(NC2=C(N3CCCCC3)C(=O)c3ccccc3C2=O)cc1	-0.3	-0.1	-13	-3	-1.4	9	.	-3	3.0
25	O=C1c2ccccc2N[C@@H]2C=CC[C@@H]2N1O	-0.2	-0.1	-2	4	.	16	-1.0	-8	0.6
26	C=CCn1ccc(=O)nc1SC	-0.9	-1.4	-4	1	.	10	-0.5	-8	1.3
27	O=C(CSc1nnc(Cn2nnc3ccccc32)o1)N(Cc1ccc(Cl)cc1)c1ccccc1	-1.0	-2.7	-20	0	-1.7	8	-0.1	-4	1.8
28	O=C1N/C(=C/c2cccn2-c2ccc(F)cc2)C(=O)N1Cc1ccccc1	?	-1.8	-3	0	-1.5	21	-2.1	-4	-1.4
29	Cc1c(OCC(=O)NCC2CCC(C(=O)O)CC2)ccc2c3c(c(=O)oc12)CCC3 (configuration not stated)	-0.5	-1.3	-8	14	0.3	19	25	-1	-0.8
30	Cc1ccc([C@H]2N[C@]3(CCCN(Cc4ccc(Br)cc4)C3=O)[C@H]3C(=O)N(Cc4ccccc4)C(=O)[C@@H]23)cc1	-0.7	-6.1	-5	-3	.	-8	0.9	-9	.
31	Cc1cccc(N2CCN(Cc3ccc4c(c3)OCO4)CC2)c1C	-2.4	-0.9	-21	0	1.4	-5	-1.4	1	0.2
32	O=C(c1ccccc1F)N1C[C@H]2C[C@@H](C1)c1cccc(=O)n1C2	-0.9	-2.2	3	0	-0.9	3	-2.9	-2	-1.3
33	O=C(Nc1ccc(S(=O)(=O)N2CCCCC2)cc1)C1CCN(C(=O)c2ccc(F)cc2)CC1	3.4	-3.3	-10	-3	-0.3	-12	.	2	0.7
34	O=C(NCC1CCCO1)c1ccc2c3n(nc2c1)-c1ccccc1CO3 (configuration not stated)	-0.2	-2.1	-2	21	-4.9	9	0.3	3	0.5
35	O=c1c(Cc2ccc(F)cc2)c(O)ccn1CCc1cnc[nH]1	0.0	-3.9	3	0	-4.1	4	.	6	-0.2
36	CCc1ccc2nc(NC(=O)CSCc3c(C)noc3C)sc2c1	-0.9	-2.2	2	-1	-1.7	7	-1.0	4	5.4
37	COc1cc(C(=O)NNC(=O)c2cccc(Cl)c2)ccc1OCC(=O)N1CCOCC1	-0.5	-1.7	2	0	-4.1	15	0.0	-5	-0.8
38	O=C1C(C=NCc2ccncc2)=C(O)c2ccccc21	-0.1	-1.9	4	-3	6.0	30	1.1	5	-1.5
39	O=C(CSc1nnc(Nc2ccccc2F)s1)NC(=O)CN1CCCC1=O	-0.8	-1.8	-13	-3	0.5	-9	-1.5	-19	-0.5
40	C[C@@H](C(=O)NCCc1ccc(F)cc1)N1C(=O)N2CCc3c([nH]c4ccccc34)[C@@]2(C)C1=O	-0.6	-2.0	-7	2	-1.8	-9	-1.0	1	2.1
41	O=C(O)CCCCCNC(=O)c1ccc(Br)cc1	0.3	-0.6	-10	2	0.7	0	-0.6	2	-0.8
42	CCOC(=O)C1(C)CCCN(C(=O)c2cccc(C(F)(F)F)c2)C1 (configuration not stated)	-1.4	-4.8	-16	-1	.	-4	1.0	-16	.
43	C=C(C)COc1ccc(-c2nc(N)ncc2-c2ccc(Cl)cc2)c(O)c1	3.8	-4.2	13	-3	0.5	-5	-0.6	-13	-0.5
44	CCOC(=O)C1=C(C)OC(N)=C(C(=O)OCC)[C@@]12C(=O)N(CC(N)=O)c1ccccc12	0.8	-0.4	18	2	1.0	4	0.3&-1.8	-7	-0.1&-2.3
45	O=C(OCc1nnc(-c2ccccc2)o1)c1ccc(S(=O)(=O)NCc2ccco2)cc1	0.0	-0.3	-10	-1	-1.6	3	-0.7	-2	1.5
46	NC(=O)COC(=O)c1c2c(nc3ccccc13)CCCCC2	0.2	-2.1	-4	1	-1.2	2	.	-2	-1.0
47	Cc1ccc(S(=O)(=O)N2CCCC(C(=O)NC3CCCC3)C2)cc1 (configuration not stated)	-5.8	0.2	-8	0	-1.5	1	-2.5	-6	-0.2
48	COc1ccccc1N1CCN(C2CCCN(C(=O)CCc3cnn(C)c3)C2)CC1 (configuration not stated)	-0.6	2.0	12	1	1.4	8	0.1	1	-0.3
49	O=S(=O)(c1cccs1)n1nnc2ccccc21	-0.9	-4.0	-2	4	0.5	-7	-0.4	2	-0.2
50	Cn1c(=O)n(C)c2cc(S(=O)(=O)NCC(=O)O)ccc21	-0.1	-1.5	-3	-2	0.3	1	0.4	4	-0.6
51	C/C(=N/NS(=O)(=O)c1cc(C)ccc1C)c1ccncc1	0.8	1.1	9	0	-0.5	2	-2.1	1	-0.5
52	CC12CCC(C(=O)Nc3ccc(Br)cn3)(OC1=O)C2(C)C (configuration not stated)	0.6	-3.8	3	2	-1.3	-1	7.7	3	.
53	O=C(Nc1ccc(Oc2nnc(-c3ccccc3)c3ccccc23)cc1)c1ccccc1	0.3	-4.0	3	-1	-0.2	11	.	0	0.3
54	COc1ccc(C(=O)COC(=O)c2cc(S(=O)(=O)N3CCCCC3)ccc2N2CCOCC2)c(OC)c1	-2.3	-3.8	-6	-2	0.7	8	0.3	0	2.3
55	Fc1ccccc1-c1[nH]ncc1-c1nnnn1-c1ccccc1	.	-0.4	.	0	0.3	-6	1.5	.	-0.6
56	O=C1c2ccccc2CN1Cc1ccccc1	-0.3	0.5	-18	1	-2.8	4	-1.0	0	-0.5
57	C=CCn1c(P(=O)(O)c2ccccc2)nc2ccccc21	-0.5	0.9	9	5	-0.3	4	-0.7	0	-2.2
58	CCCC(=O)N1CCN(c2ccc(NC(=O)c3cc4ccccc4o3)cc2)CC1	-0.2	-2.1	-3	-1	2.1	-2	-0.6	-2	-1.7
59	O=c1c2ccccc2nc2n1C(CSCc1ccc(Cl)cc1Cl)CS2 (configuration not stated)	-0.2	-10	-4	3	0.1	0	27	-4	4.4
60	CCOC(=O)C1=C(O)/C(=C/c2ccc(OCC(=O)O)c(OC)c2)SC1=Nc1ccc(OC)cc1	-1.3	-20	-8	-3	1.3	23	1.0	1	3.4

# Ordered by SMILES length (high to low): some entries from above.
entry	SMILES	BoNT A protease	FadD28 binding	BoNT F protease	FBA Mtb inh	Mtb UGM inh	GDH-TPI counter	Mtb BioA inh	Anthrax LF inh2	PfHsp40 yeast
54	COc1ccc(C(=O)COC(=O)c2cc(S(=O)(=O)N3CCCCC3)ccc2N2CCOCC2)c(OC)c1	-2.3	-3.8	-6	-2	0.7	8	0.3	0	2.3
47	Cc1ccc(S(=O)(=O)N2CCCC(C(=O)NC3CCCC3)C2)cc1 (configuration not stated)	-5.8	0.2	-8	0	-1.5	1	-2.5	-6	-0.2
10	CCOc1c(Cl)cc(CNc2ccc(N3CCCC3)cc2)cc1OC	-0.1	-5.6	-39	-2	.	10	-1.8	-21	-0.6

# Carrying on.
entry	SMILES	BoNT A protease	FadD28 binding	BoNT F protease	FBA Mtb inh	Mtb UGM inh	GDH-TPI counter	Mtb BioA inh	Anthrax LF inh2	PfHsp40 yeast
61	COc1ccc(C(C(=O)NC2CCCC2)N(C(=O)c2ccoc2C)c2ccc(C)c(C)c2)cc1 (configuration not stated)	-0.4	-4.0	-1	0	1.6	-6	-1.7	0	0.9
62	COC(=O)C1=C(c2ccc(-c3ccccc3)c(F)c2)C[C@@H]2CC[C@H]1N2C(=O)NCc1ccc(F)cc1	-0.2	-0.9	-7	1	-2.4	4	-2.7	-1	2.9
63	C/C(Cc1ccccc1)=N\NC(=O)CNC(=O)Cc1ccccc1	0.0	-1.1	1	0	0.5	-11	.	-7	-1.6
64	Nc1n[nH]c(N)c1N=Nc1ccc(F)cc1	-0.9	-0.3	-11	-3	0.6	19	.	-14	-0.2
65	Cc1ccc(-c2nnn(CC(=O)NC3CCN(Cc4ccccc4)CC3)n2)cc1	1.3	-16	6	-5	-2.9	7	.	-6	0.3
66	CC(C)c1nnc(NC(=O)C2CCN(C(=O)Nc3ccccc3)CC2)s1	1.4	-1.3	-2	-1	0.7	-8	3.1	-2	0.7
67	O=S(=O)(CCS(=O)(=O)c1ccccc1)c1ccccc1	-0.2	-3.7	-6	-2	.	-4	-1.5	-7	-2.5
68	CC(=O)Nc1c(O)nc(SCc2ccccc2C#N)[nH]c1=O	-0.1	-2.5	0	-2	.	-6	.	1	-0.3
69	CCCCn1c(N)c(N(CC(C)C)C(=O)c2ccc(-n3c(C)ccc3C)cc2)c(=O)[nH]c1=O	5.1	-1.5	0	-3	0.3	6	-1.9	-1	-0.9
70	N=c1oc2cc(O)ccc2cc1C(=O)Nc1nc2ccccc2s1	0.2	-2.0	-10	+	-1.0	1	.	-2	-2.3

# Screens: PubChem, several laboratories
